Screening results from PubChem.
Tb PYK inh – inhibitors of Trypanosoma brucei pyruvate kinase. Potency, µM (top dose mostly 76.8 µM), without a hit: at the highest dose activity, negative = inhibition, most hits filed as inhibitors. AID 624173. Q57TT1. TbPYK enzyme, Kinase-Glo Plus ATP luminescence, 45 min. actives 0.12% (n = 410,000); active means well fitted inhibition curve with a large enough effect; inconclusive means small, poorly fitted or top-dose-only effect; further: nearly all actives have a fitted effect of over 50% in size
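Assay buffer: 50 mM TEA pH 7.2, 100 mM KCl, 10 mM MgCl2, 0.05% BSA, 0.01% Tween-20. Pyruvate kinase from T. brucei plus substrate met compound, then ADP (130 uM final). Luminescence was read post 45 min RT.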
* = called active by the depositor; ? = inconclusive; [ ] = remark or other dose. On the % scale 0 is the no-effect control and ±100 the full control effect; potency means the concentration at half of the fitted maximal effect. The list is partial (hit frequency here may not be typical).

nr | SMILES | Tb PYK inh
1 | COc1cc(/C=C2/N=C(c3ccccc3)OC2=O)c(F)cc1OCc1ccccc1 | 0%
2 | CC1=C(C(=O)Nc2ccc(C)cc2C)C(c2ccccc2[N+](=O)[O-])n2ncc(C(=O)Nc3ccccc3)c2N1 (stereo not given) | -25%
3 | Cc1ccc(CNC(=O)CCc2c(C)nc3c(-c4ccc(F)cc4)c(C)nn3c2C)cc1 | -1%
4 | COCCCn1c(=N)c(C(=O)NC2CCCCC2)cc2c(=O)n3cc(C)ccc3nc21 | 6%
5 | Cc1cccc(-c2nnc(SCCC(=O)O)o2)c1 | -33%
6 | Cn1nc(C(=O)NCCc2ccc(Cl)cc2)c2c1-c1ccccc1SC2 | -1%
7 | CN(C(=O)c1nn(C)c2c1COc1ccccc1-2)c1cccc(C(F)(F)F)c1 | 3%
8 | COc1ccc(CN2C(=O)c3oc4ccccc4c(=O)c3C2c2ccc(O)cc2)cc1 (stereo not given) | -1%
9 | CCOC(=O)c1ccc(CN(Cc2ccc(F)cc2)S(=O)(=O)c2ccc(F)c(C(=O)Nc3ccccc3C(F)(F)F)c2)cc1 | 4%
10 | Cc1cc(O)c(C(c2ccccc2)N2CCN(C)CC2)c(=O)n1Cc1ccco1 (stereo not given) | 17%
11 | O=C(C1CCC(Cn2c(=O)c3sccc3n(Cc3ccccc3)c2=O)CC1)N1CCCCC1 (stereo not given) | 3%
12 | Cc1cc(C)c2c(c1)c(C)cc1nnc(SCC(=O)c3ccccc3)n12 | ?
13 | Cc1ccccc1C(=O)Nc1nnc(S(=O)(=O)N(C)Cc2ccc(Cl)cc2)s1 | -9%[15.4 µM]
14 | COc1ccc(NC(=O)c2cc(C(C)=O)n3ccccc23)cc1Cl | -1%
15 | COc1ccc(-c2nc3c(c(SCC(=O)Nc4ccccc4OC)n2)Cc2cccc(C)c2O3)cc1 | -9%
16 | Cc1ccc(C(=O)COC(=O)c2cc(-c3ccccc3)nc3ccccc23)cc1C | -1%
17 | Cc1cccc(-n2ccnc2SCC(=O)Nc2ccc(F)cc2F)c1C | 0%
18 | COc1ccc(-c2nc3cc(C)ccn3c2NC(=O)c2ccc(C)c(C)c2)cc1 | 10%
19 | CCN1CCN(c2c(S(=O)(=O)c3ccc(Cl)cc3)cnc3ccccc23)CC1 | -4%
20 | CCN(CC)CCCNC(=O)c1ccc2c(c1)sc1nc(-c3ccc(C)cc3)cn12 | 0%
21 | COc1ccc(CCN2C(=O)N(c3ccc(F)cc3)C(=O)C2CC(=O)Nc2ccc(F)c(F)c2)cc1 (stereo not given) | 4%
22 | COc1ccc(OCc2nc(-c3ccc(OC)c(OC)c3)no2)cc1 | 6%
23 | CCOc1cccc2sc(NC(=O)CS(=O)(=O)c3ccc(C)cc3)nc12 | 7%[15.4 µM]
24 | CCc1ccc(NC(=O)CCc2nnc3n(C)c(=O)c4sccc4n23)cc1 | -3%
25 | CCc1nnc(NC(=O)c2cc(=O)c3cc(C)ccc3o2)s1 | -2%
26 | O=C(Cn1cc(S(=O)(=O)Cc2ccccc2Cl)c2ccccc21)NCc1ccccc1Cl | 1%[15.4 µM]
27 | Cn1cccc1C(=O)N1CCC2(CCCN(c3ccc(-c4ccccc4)cc3)C2)CC1 | -1%
28 | O=C(Nc1cccc(Cl)c1)c1cc2c(=O)[nH]c3ccccc3c2s1 | -4%
29 | COc1ccccc1CCNC(=O)c1ccc(NC(=O)N2CC(C)Sc3ccccc32)cc1 (stereo not given) | 3%
30 | CCN(C(=O)c1nn(C)c2c1CSc1ccccc1-2)c1cccc(C)c1 | -2%
31 | CCOc1ccccc1N1CC(c2nc3ccccc3n2CCOc2ccc(C(C)(C)C)cc2)CC1=O (stereo not given) | -4%
32 | Cc1ccc(C(=O)Nc2ccccc2)cc1S(=O)(=O)Nc1ccc(Br)cc1 | 0%
33 | CCOc1ccc(NC(=O)CC2C(=O)N(c3ccc(OC)cc3)C(=O)N2C2CCCCC2)cc1 (stereo not given) | 1%
34 | CC(C)(C)C(=O)NCCc1nc2ccccc2n1CCCCOc1ccccc1 | -6%
35 | COc1cc2c(cc1OC)C(c1cc(OC)c(O)c(OC)c1)CC(=O)N2 (stereo not given) | 4%
36 | COc1ccc(NC(=O)COCc2cc(-c3cccs3)on2)cc1 | -1%
37 | O=C(Nc1cccc(C(=O)OCc2cc(=O)n3c4c(sc3n2)CCCC4)c1)c1ccccc1 | -5%
38 | Cc1cc(C)c2c(=O)cc(C(=O)Nc3nc4ccc(F)cc4s3)oc2c1 | -2%
39 | COc1ccc(C2CC(=O)c3cnc4c(-c5ccccc5)c(C)nn4c3C2)cc1OC (stereo not given) | -8%
40 | CC(C)C(=O)NCC(c1ccc2c(c1)OCO2)N1CCN(c2ccccc2F)CC1 (stereo not given) | 1%

Nos. 32–37, quoted:
nr | SMILES | Tb PYK inh
32 | Cc1ccc(C(=O)Nc2ccccc2)cc1S(=O)(=O)Nc1ccc(Br)cc1 | 0%
33 | CCOc1ccc(NC(=O)CC2C(=O)N(c3ccc(OC)cc3)C(=O)N2C2CCCCC2)cc1 (stereo not given) | 1%
34 | CC(C)(C)C(=O)NCCc1nc2ccccc2n1CCCCOc1ccccc1 | -6%
35 | COc1cc2c(cc1OC)C(c1cc(OC)c(O)c(OC)c1)CC(=O)N2 (stereo not given) | 4%
36 | COc1ccc(NC(=O)COCc2cc(-c3cccs3)on2)cc1 | -1%
37 | O=C(Nc1cccc(C(=O)OCc2cc(=O)n3c4c(sc3n2)CCCC4)c1)c1ccccc1 | -5%

Other records follow.
nr | SMILES | Tb PYK inh
41 | O=C(Oc1ccccc1)N1CCC2(CC1)CN(Cc1ccncc1)C2 | 1%
42 | CCOC(=O)c1c(NC(=O)C2c3ccccc3Oc3ccccc32)sc(C)c1C | -2%
43 | CCc1cccc(C)c1NC(=O)CCS(=O)(=O)c1cc(Br)cc2c1N(C(=O)C1CC1)CC2 | 0%
44 | CCOCCc1nn2c(=O)cc(COC(=O)Cc3ccccc3)nc2s1 | -1%
45 | CCCCC(=O)Nc1cc(C)c(O)c(-c2nc3ncccc3o2)c1 | 1%
46 | Cc1ccc(C)c(N2CCN(C(=O)C3CCCN(S(=O)(=O)c4cccc5nonc45)C3)CC2)c1 (stereo not given) | 2%
47 | O=C(Cn1c(=O)c2sccc2n(CC(=O)Nc2ccc(Cl)cc2Cl)c1=O)NCCc1ccccc1 | -5%
48 | Cc1ccccc1Cn1c(-c2cccs2)nc2ccccc21 | 1%

Gathered by group, the entries above containing a CF3 group
nr | SMILES | Tb PYK inh
7 | CN(C(=O)c1nn(C)c2c1COc1ccccc1-2)c1cccc(C(F)(F)F)c1 | 3%
9 | CCOC(=O)c1ccc(CN(Cc2ccc(F)cc2)S(=O)(=O)c2ccc(F)c(C(=O)Nc3ccccc3C(F)(F)F)c2)cc1 | 4%

Other structures follow:
nr | SMILES | Tb PYK inh
49 | Cc1nn(-c2ccc(Cl)cc2)c2nc(-c3cccnc3)cc(C(F)(F)F)c12 | 1%
50 | CCc1ccccc1NC(=O)Cn1c(C(=O)OC)cc2oc(C)cc21 | -3%
51 | Cc1ccc(NC(=O)Nc2nnc(SCC(=O)N(C(C)C)C(C)C)s2)cc1 | 0%
52 | CN1C(=O)Cc2cc(S(=O)(=O)CCC(=O)N3CCN(c4ccc(Cl)cc4)CC3)ccc21 | 1%
53 | CCCCc1ccc(NC(=O)c2cc3c(=O)n4ccccc4nc3n2C)cc1 | -2%
54 | CCn1ccc2cc(S(=O)(=O)N3CCC(C(=O)NCc4cccc(C)c4)CC3)ccc21 | -2%
55 | CCc1ccc(Oc2c(C(F)(F)F)oc3c(CN4CCCC(C)C4)c(O)ccc3c2=O)cc1 (stereo not given) | -4%
56 | COc1ccc(-c2cccc(NS(=O)(=O)c3cc(C)c(Cl)cc3C)c2)nn1 | 0%
57 | Cc1cccc(N2CCN(S(=O)(=O)c3nnc(NC(=O)c4ccc(Cl)cc4)s3)CC2)c1 | 1%
58 | Cc1cc(F)ccc1NC(=O)CN1C(=O)CCc2cc(S(=O)(=O)N3CCOCC3)ccc21 | 2%
59 | CC(=O)N1CCc2cc(Br)cc(S(=O)(=O)N3CCN(c4cccc(C)c4)C(C)C3)c21 (stereo not given) | 0%
60 | O=C(NC1CCCCC1)c1ccc(CSc2nc3cccnc3n2Cc2ccccc2)cc1 | -11%
61 | CCCSCCCNC(=O)CN1C(=O)COc2ccc(S(=O)(=O)N3CCCCCC3)cc21 | -6%
62 | Cc1ccc(S(=O)(=O)c2cn(Cc3ccccc3)c3cc(N4CCOCC4)c(F)cc3c2=O)cc1 | 1%
63 | COc1cn(CC(=O)Nc2ccc(F)cc2)c(CN2CCCCC2)cc1=O | 3%
64 | COc1ccccc1Nc1cc(C(=O)NC2CCC(C)CC2)c2ccccc2n1 (stereo not given) | 1%
65 | CCc1ccc(C2c3c(oc4ccc(F)cc4c3=O)C(=O)N2c2nc(C)c(C(=O)OC)s2)cc1 (stereo not given) | 2%
66 | CCOc1ccc(CCNC(=O)C(CC(C)C)N2Cc3ccccc3C2=O)cc1OCC (stereo not given) | 2%
67 | Cc1ccc(-c2nc(CNC(=O)Nc3ccccc3)c(C)o2)cc1 | 1%
68 | Cc1nn(C(=O)c2ccccc2)c(C)c1S(=O)(=O)N1CCOCC1 | -2%
69 | CCC(=O)OCCCNc1nc(-c2ccc(Cl)cc2)nc2ccccc12 | 4%
70 | COc1c(C)cc(Br)cc1C(=O)Nc1ccc(-c2nc3ncccc3o2)cc1 | 4%
71 | CCC(=O)Nc1ccc(CC)cc1-c1nc2ccccc2n(CC(=O)Nc2ccccc2C)c1=O | -8%
72 | Cc1ccc(Cl)cc1NC(=O)Cn1cc2c(n1)CCCCC2 | 1%
73 | CNC(=O)C1CCC(Cn2c(=O)c3sccc3n(CC(=O)Nc3cc(C)cc(C)c3)c2=O)CC1 (stereo not given) | -8%
74 | COc1ccccc1N(CC(=O)Nc1cc(C)cc(C)c1)S(C)(=O)=O | 7%
75 | COc1cc2cc(CNc3ccccc3)c(=O)n(CC(=O)Nc3cccc(Cl)c3C)c2cc1OC | -7%
76 | COc1ccccc1NC(=O)CSc1oc(-c2ccccc2)nc1S(=O)(=O)c1ccc(C)cc1 | 1%
77 | COc1ccc(N(C(=O)c2ccccc2C)S(=O)(=O)c2ccc(C)cc2)cc1 | 7%
78 | Cc1ccc(NC(=O)c2c(C)oc3ccc(O)c(CN4CCCCC4)c23)c(C)c1 | 0%
79 | COc1ccc(CCNC(=O)c2cnc3sc(N4CCOCC4)nn3c2=O)cc1 | 0%
80 | CCc1nn(CC(=O)Nc2ccc(N(CC)CC)cc2C)c(=O)c2cc3sccc3n12 | 4%
81 | Cc1c(-c2cccc(NC(=O)c3ccc(F)c(F)c3)c2)nc2ncccn12 | 1%
82 | O=C(c1csnn1)N1CCC[C@@]2(CCN(c3ccncc3)C2)C1 | -5%
83 | CCc1cccc(NC(=O)c2sc3nc[nH]c(=O)c3c2C)c1 | 1%
84 | CCNc1c(NC(=O)c2ccccc2OCC)c(=O)oc2ccccc12 | -3%
85 | CCCS(=O)(=O)c1nc(S(=O)(=O)c2ccc(C)cc2)c(N(CC)CC)s1 | 5%
86 | COc1ccc(NC(=O)C2CCN(S(=O)(=O)c3ccc4c(c3)CCCC(=O)N4)CC2)cc1Cl | 1%
87 | Cc1cc(C)cc(-n2c(SCC(=O)Nc3ccc4c(c3)OCCO4)nc3c([nH]c4ccccc43)c2=O)c1 | 4%
88 | COc1ccc(OC)c(NC(=O)c2ccc(-c3nc(CSc4ccccc4)c(C)o3)cc2)c1 | 0%
89 | CCCN1C(=O)c2[nH]nc(-c3ccccc3O)c2C1c1cccc(OCc2ccccc2)c1 (stereo not given) | 0%
90 | CCN1CCOC(=O)C1CC(=O)Nc1cc(C)cc(C)c1 (stereo not given) | -5%
91 | O=C(OCc1cc(=O)n2c3c(sc2n1)CCCC3)c1cccc(NC(=O)c2ccccc2F)c1 | 2%
92 | CCN(CC)C(=O)Cn1c(=O)n(Cc2ccc(C(=O)NCCc3ccc(OC)c(OC)c3)cc2)c(=O)c2ccccc21 | 2%
93 | CCOC(=O)C1=C(CS(=O)(=O)c2ccc(F)c(C)c2)NC(=O)NC1c1ccccc1OC (stereo not given) | -2%
94 | CCC(=O)N1CCc2cc(S(=O)(=O)CCC(=O)N3CCN(c4cccc(Cl)c4)CC3)ccc21 | 0%
95 | COc1ccc(C(F)(F)F)cc1NC(=O)c1sc2nc(-c3cccs3)ccc2c1N | -4%
96 | Cc1cc(C)cc(C(=O)n2nc(C)c(S(=O)(=O)N3CCOCC3)c2C)c1 | -2%
97 | CCc1ccccc1NC(=O)Cc1ccc(-n2c(C)nc3cccnc32)cc1 | -1%[15.4 µM]
98 | Cc1cccc(C(=O)NC2(C(F)(F)F)N=C(c3ccccc3)N(Cc3ccccc3)C2=O)c1 (stereo not given) | 6%
99 | Nc1c(C(=O)Nc2cccc(F)c2)sc2nc(-c3cccs3)ccc12 | -2%
100 | O=C(Nc1cccc(F)c1)N1CCC2(CC1)CCN(C(=O)c1csnn1)CC2 | -9%
101 | CC(C)CNC(=O)C(=O)Nc1c2c(nn1-c1ccccc1)CS(=O)(=O)C2 | 2%
102 | COCCCn1c(SCC(=O)Nc2ccccc2OC)nc2c(sc3ccccc32)c1=O | -2%
103 | COc1cc(NC(=O)c2ccc3oc(=O)c(S(=O)(=O)c4ccccc4)cc3c2)cc(OC)c1 | 0%
104 | CCOc1ccc(C(=O)NCC(c2ccc3c(c2)OCO3)N2CCN(c3ccccc3F)CC2)cc1 (stereo not given) | 1%

The list continues:
nr | SMILES | Tb PYK inh
105 | COc1ccccc1NC(=O)Cn1c(=O)n(Cc2ccccc2)c(=O)c2c3c(sc21)CN(C(C)=O)CC3 | 4%
106 | CC/C=C(/C(=O)N[C@@H]1C(=O)N2C(C(=O)OCOC(=O)C(C)(C)C)=C(COC(N)=O)CS[C@H]12)c1csc(N)n1 | -6%
107 | CCOC(=O)C1CCN(C(c2cccc(F)c2)c2c(O)cc(C)n(Cc3ccco3)c2=O)CC1 (stereo not given) | 3%
108 | CC(C)(C)C(=O)Nc1ccc2nc(SCC(=O)N3CCc4ccccc43)sc2c1 | -7%
